MC4R ag barr: MC4R agonists recruiting beta-arrestin, primary screen, cell-based, luminescence, agonist arm of biased-ligand search | U2OS MC4R beta-arrestin complementation; percent of melanotan II response, DMSO zero | activation, % at 8.9 µM | Melanocortin receptor 4 (Homo sapiens), P32245 | AID 540308, 2011 | actives 0.98% (n = 360,000);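 active means activation above a per-plate cutoff, the mean activation of sample wells on that plate plus 3 SD, cut at about 8% in these data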
TLR9-MyD88 block: inhibitors of TLR9-MyD88 association in cells, primary screen, cell-based, CHO, BLA complementation, fluorescence; Toll-like receptor 9 (Homo sapiens) + Myeloid differentiation primary response protein …; CCF4 FRET ratio; inhibition, % at 4.98 µM; actives 0.21% (n = 340,000);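 active means inhibition above the mean over all tested compounds plus 3 SD, cut at about 21% in these data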;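 further: 0% = DMSO only wells and 100% = clavulanate BLA inhibitor control wells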
N-glyco inh: increase of ERlucT glycosylation luciferase signal, primary screen, N-linked glycosylation inhibitor project, D54 ERlucT cells, luminescence, set 2. reporter increase, % at 12.5 µM. actives 0.23% (n = 360,000). D54 ERlucT glycosylation luciferase reporter, 24 h; percent of 100 nM tunicamycin response;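 active means mean luciferase reporter signal, scaled so untreated is 0 and the glycosylation-blocking control 100, at or above a set limit in every replicate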;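 further: luciferase carries N-glycosylation sites so blocking glycosylation raises the light; 0% = median of neutral control wells and 100% = median of 100 nM tunicamycin wells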
SRC2 inh: inhibition of GAL4-SRC2 driven luciferase reporter, primary screen, SRC2 inhibitor project, cell-based, luminescence; actives 0.17% (n = 370,000); Nuclear receptor coactivator 2 (Homo sapiens), Q15596; inhibition, % at 9 µM; AID 651957, 2012; HEK293 GAL4-SRC2 luciferase reporter;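 active means inhibition above the mean inhibition of all tested compounds plus 3 SD, set per campaign, cut at about 52% in these data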;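 further: 0% = DMSO treated cells and 100% = cells given Gossypol at 36 µM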
ABHD5 PLIN5 PPI: ABHD5-PLIN5 interaction inhibitors, primary screen, cell lysate, split luciferase complementation, luminescence. Split G. princeps luciferase complementation, 4 h. inhibition, % at 4 µM. actives 0.78% (n = 360,000). AID 602281, 2012;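 active means inhibition above the mean inhibition across every tested compound plus 3 SD, cut at about 22% in these data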;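 further: 0% = DMSO only wells and the 100% control is not disclosed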
Target sequence (Q00G26 whole entry, looked up): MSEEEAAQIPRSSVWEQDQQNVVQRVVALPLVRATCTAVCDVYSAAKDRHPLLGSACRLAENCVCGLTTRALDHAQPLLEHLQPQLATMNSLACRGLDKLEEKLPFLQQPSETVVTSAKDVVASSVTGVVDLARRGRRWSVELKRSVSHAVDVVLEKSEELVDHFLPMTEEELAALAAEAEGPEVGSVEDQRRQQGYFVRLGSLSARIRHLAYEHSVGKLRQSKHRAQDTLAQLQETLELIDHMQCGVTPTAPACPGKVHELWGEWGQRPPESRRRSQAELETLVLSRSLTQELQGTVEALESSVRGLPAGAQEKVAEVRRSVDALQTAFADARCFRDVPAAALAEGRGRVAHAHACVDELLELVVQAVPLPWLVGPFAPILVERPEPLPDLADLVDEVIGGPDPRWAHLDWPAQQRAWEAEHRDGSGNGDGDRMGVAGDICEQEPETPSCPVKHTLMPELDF
Target sequence (Q8WTS1 whole entry, looked up): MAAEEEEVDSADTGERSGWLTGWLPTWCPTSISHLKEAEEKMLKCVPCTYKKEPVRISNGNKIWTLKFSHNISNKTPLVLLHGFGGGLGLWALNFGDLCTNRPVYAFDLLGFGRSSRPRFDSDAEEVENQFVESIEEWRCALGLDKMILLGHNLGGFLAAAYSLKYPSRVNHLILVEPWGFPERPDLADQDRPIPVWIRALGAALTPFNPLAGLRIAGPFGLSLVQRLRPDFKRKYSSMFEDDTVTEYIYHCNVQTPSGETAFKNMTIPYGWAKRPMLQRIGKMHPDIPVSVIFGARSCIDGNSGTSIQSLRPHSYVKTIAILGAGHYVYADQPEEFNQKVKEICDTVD
ABCB6 inh 2: ABCB6 transporter inhibitors, primary screen, K562-ABCB6 cells, flow cytometry, MLPCN library; ATP-binding cassette sub-family B member 6 (Homo sapiens), Q9NP58; K562-ABCB6 porphyrin accumulation, 1 h; active compounds read low; fluorescence ratio to DMSO, % at 10 µM; actives 0.19% (n = 360,000);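 active means fluorescence ratio to DMSO below 75%, the collection mean minus 3 SD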;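 further: signal is porphyrin accumulated inside mitochondria; 100% equals median channel fluorescence of DMSO control wells; lower ratio means ABCB6 inhibition with less porphyrin fluorescence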
H9c2 protect: cardioprotection against H2O2-induced cell death, primary screen, uHTS, H9c2 cells, ATPLite luminescence. H9c2 cardiomyocytes, H2O2 injury protection, 2 h. protection from H2O2 cell death, % at 20 µM. actives 0.63% (n = 360,000). AID 588492, 2011;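 active means compounds giving at least 50% protection of heart cells from peroxide-induced death in the single-dose screen, raw or plate-pattern-corrected value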;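 further: 0% = DMSO wells with peroxide and 100% = DMSO wells without peroxide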
MC4R antag cAMP: MC4R antagonists of cAMP signaling, primary screen, cell-based, TR-FRET, antagonist arm of biased-ligand search | AID 540295, 2011 | MC4R-expressing cells, MTII-stimulated cAMP, LANCE TR-FRET | Melanocortin receptor 4 (Homo sapiens), P32245 | actives 0.48% (n = 360,000) | inhibition, % at 6.5 µM;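 active means inhibition above its plate's cutoff, the mean of tested wells on that plate plus 3 SD, cut at about 29% in these data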;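 further: 0% = Melanotan II alone and 100% = Melanotan II plus saturating MCL0020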
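Test system: U2OS cells stably expressing human melanocortin 4 receptor (MC4R); also added: Melanotan II challenge; compound: 6.5 µM single dose; timing: 30-min compound preincubation, 1-h Melanotan II challenge, 1-h detection, room temperature; signal: Eu-cAMP/anti-cAMP TR-FRET, emission 671 nm; repeats: one well per compound, no replicates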
m5-HT2A agonist: mouse Htr2a agonists via beta-arrestin recruitment, primary screen, cell-based, luminescence | AID 624169, 2012 | activation, % at 7.6 µM | actives 0.66% (n = 360,000) | CHO-K1 mHTR2A beta-arrestin complementation; percent of 30 µM serotonin response | 5-hydroxytryptamine receptor 2A (Mus musculus), P35363;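 active means activation above a run cutoff, the mean activation of all tested compounds plus 3 SD, cut at about 14% in these data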;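 further: 0% = plate median of compound wells and 100% = 30 µM serotonin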
NOD2 RIPK2 PPI: NOD2-RIPK2 binding disruptors in cells, primary screen, fluorescence, CHO cells, BLA complementation. Receptor-interacting serine/threonine-protein kinase 2 (Homo sapiens), O43353. CCF4 ratio. inhibition, % at 4.98 µM. actives 0.38% (n = 360,000). AID 624267, 2012; in the data active means inhibition above about 21%;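 further: 0% = vehicle only and 100% = reference blocker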
An asterisk follows results filed as active; · = no result given. The list is partial; rates above refer to the full screens.

SMILES	MC4R ag barr	TLR9-MyD88 block	N-glyco inh	SRC2 inh	ABHD5 PLIN5 PPI	ABCB6 inh 2	H9c2 protect	MC4R antag cAMP	m5-HT2A agonist	NOD2 RIPK2 PPI
O=C(C=P(c1ccccc1)(c1ccccc1)c1ccccc1)c1ccccc1-c1ccccc1C(=O)C=P(c1ccccc1)(c1ccccc1)c1ccccc1	-4.4	13	1	8	26*	88	-19	-1	-2	15
Cc1ccsc1C(=O)c1sccc1C	-2.0	1	1	-55	1	103	-3	6	9	2
COc1ccccc1NC(=O)N1CCCC1C(=O)NC1CCCCC1 (stereo not given)	-0.8	7	1	-22	7	89	-13	5	2	3
CSc1ccccc1NC(=O)c1ccc(Br)o1	-0.6	4	-1	-16	-1	97	-3	3	-1	-7
O=C(C1CCCN1C(=O)c1cccs1)N1CCN(Cc2ccc3c(c2)OCO3)CC1 (stereo not given)	-1.7	-4	1	6	8	94	3	3	1	2
Cc1cc(OCC(=O)O/N=C(\N)c2ccccc2)ccc1Br	2.7	3	1	-12	1	102	-5	-5	1	-5
O=C1CN(C(=O)COC(=O)C23CC4CC(CC(O)(C4)C2)C3)c2ccccc2N1	-0.9	-9	0	17	4	93	-2	7	2	-7
COc1ccc(C2CC(c3cccc(F)c3)=NN2c2ccc(S(N)(=O)=O)cc2)cc1 (stereo not given)	1.8	-91	-4	-8	0	98	18	16	-1	-30
O=C(/C=C/c1ccnc2ccccc12)c1cccs1	-1.9	-1	-11	-29	63*	95	-27	7	-2	2
CC(OC(=O)c1ccccc1O)C(=O)Nc1cccc(Cl)c1 (stereo not given)	0.9	0	0	5	-3	101	-21	0	-6	5
c1cnc(Oc2ccc(-c3nnco3)cc2)cn1	0.7	-1	1	-15	-2	98	-14	9	3	4
CC(C)CCn1c(SCC(N)=O)nc2c1c(=O)n(C)c(=O)n2C	1.1	5	1	1	-9	99	6	-1	-1	-6
CCOC(=O)Cn1nnnc1C	-3.0	1	1	-10	-3	103	3	4	1	-3
O=C(Nc1cc(C(=O)N2CCCC2)ccc1N1CCCC1)C1CC1	0.9	7	1	3	-6	102	4	11	0	-4
O=C(CCSc1nnc(-c2ccco2)o1)Nc1ccc(F)cc1	-1.2	-9	0	-14	2	92	5	2	-2	6
COc1cc2c(cc1OC)C(c1ccncc1)CC(=O)N2 (stereo not given)	0.0	7	0	18	21	97	16	2	1	6
O=C(O)c1cccnc1Sc1ccc(Cl)cc1	2.3	0	1	5	-6	98	10	5	5	3
O=C(Nc1nnc(C(F)(F)F)s1)c1ccc(N2C(=O)C3C4C=CC(C4)C3C2=O)cc1 (stereo not given)	0.5	-2	1	-5	-1	75	-5	-3	-3	-4
Cc1ccnc(N2CCC(C(=O)Nc3ccc(Oc4ccccc4)cc3)CC2)n1	-2.7	11	1	5	-6	95	-2	5	0	7
Cc1ccc2c(COC(=O)c3c(C)noc3C)cc(=O)oc2c1	2.3	1	1	-18	10	100	8	2	4	1
Cc1ccc(S(=O)(=O)N2CCOCC2)cc1NC(=O)c1cc(-c2ccccn2)nc2ccccc12	-1.8	-4	0	20	-6	95	9	13	0	-5
COc1ccccc1C(=O)COC(=O)CNC(=O)c1ccc(Br)o1	0.8	0	-1	-14	13	95	-3	9	2	-5
Cc1ccc2c(c1)-c1c(cnn1CC(=O)O)CO2	-0.8	-1	3	-3	-2	101	9	4	1	2
CCCCC[C@H](C)N1C[C@H](COCc2ccccc2)Oc2cc(N3CC[C@H](N(C)C)C3)ccc2S1(=O)=O	·	·	·	-29	13	95	·	·	-10	5
CC(C)[C@H](NS(=O)(=O)c1ccccc1)C(=O)Nc1nccs1	-0.4	·	4	-6	-4	102	4	-8	3	9
COc1cccc(N(CC(=O)NCCSCc2ccc(Cl)cc2)S(C)(=O)=O)c1	1.3	2	-5	-26	6	101	1	8	-3	-9
O=C(NCCc1c[nH]c2ccccc12)c1[nH]c(C(F)(F)F)nc1-c1ccccc1	·	·	-1	-24	-12	97	5	·	-2	-2
O=C(N=C1SC2CS(=O)(=O)CC2N1c1ccccc1)c1ccccc1 (stereo not given)	0.9	-10	1	-18	-1	98	-1	5	0	-2
CC(=O)NC(c1ccccc1)c1nc(-c2ccc(S(C)(=O)=O)cc2)cs1 (stereo not given)	-2.0	·	-5	8	5	96	5	1	1	-9
O=C(CCCN1C(=O)/C(=C\c2ccco2)SC1=S)Nc1ccc(O)cc1C(=O)O	-1.0	16	-1	14	12	95	-2	7	5	-16
CN(CC(=O)Nc1ccccc1C(F)(F)F)C(=O)Cc1ccc(S(=O)(=O)N2CCOCC2)s1	-1.4	4	1	-22	7	101	13	4	4	0
Cc1ccc(-c2noc(COC(=O)c3ccco3)n2)cc1	0.7	1	-1	-22	4	101	-3	15	-1	-6
COC(=O)[C@H](CC(C)C)NC(=O)CCc1nnc(COc2ccccc2)o1	0.0	-14	1	-4	-5	98	-6	5	-7	-4
COc1cc(-c2nc(CN3CCN(CC(C)C)C(=O)[C@@H]3C)c(C)o2)ccc1F	4.8	-4	-2	11	0	101	4	22	0	-4
O=C(NCCC1CCCC1)C1CCC(=O)N(CCCN2CCCC2=O)C1 (stereo not given)	-1.4	12	1	-17	2	91	3	-1	5	6
COCCOC(=O)C(C#N)c1nc2ccccc2nc1N1CCN(Cc2ccccc2)CC1 (stereo not given)	0.7	3	0	·	6	129	32	-4	-5	3
C/C(=N\Nc1cccc(C(=O)O)c1)c1ccc(Cl)s1	-2.7	-4	1	-26	1	101	-3	4	-3	-1
O=C(Nc1ncc(Br)s1)C1CCCN1S(=O)(=O)c1cccc2cccnc12 (stereo not given)	3.3	3	0	5	-1	96	-1	4	-3	-3
O=S(=O)(N/N=C/c1c(F)cccc1Cl)c1ccccc1	-0.8	3	3	17	-2	94	6	2	7	3
CCOC(=O)CSc1nnc(CNC(=O)c2cccc(C)c2)n1-c1ccccc1OC	-0.9	-4	1	-1	-11	93	5	0	2	-16
Cc1ccc(/C=N/Nc2nc3ccccc3[nH]2)s1	-1.1	5	3	-26	6	100	-9	-8	-4	2
Cc1ccc2nc(NC(=O)CN3CCN(c4ccccn4)CC3)sc2c1	-0.8	-1	-2	-5	-4	95	-8	8	3	0
CN(C)S(=O)(=O)c1ccc(N2CCCC2)c(C(=O)Nc2nccs2)c1	-0.8	-3	79*	4	-3	97	5	3	-7	-3
O=C(/C=C/[C@H]1O[C@@H](n2ccc(=O)[nH]c2=O)[C@H](O)[C@@H]1O)NCCc1c[nH]c2ccccc12	·	·	0	9	-3	99	-3	·	-1	-3
Cn1c(=O)n(CCCO)c(=O)c2c1nc1n2CCCN1Cc1ccccc1	0.5	-1	3	-3	1	105	2	3	8	-7
CCOC(=O)CN1C(=O)CSc2ccc(S(=O)(=O)N3CCOCC3)cc21	-0.8	-7	1	10	-4	100	-4	-4	7	-20
COc1ccc(Cl)cc1N(CC(=O)NCCSCc1ccccc1)S(C)(=O)=O	-0.6	2	-1	-14	-1	93	4	-1	-4	0
Cc1ccc(/C=C/C(=O)OCC(=O)NC(=O)NCc2ccco2)cc1	0.3	-3	2	1	-1	100	0	-1	3	-7

Quoted at random: 2 entries already listed, in no set order.
SMILES	MC4R ag barr	TLR9-MyD88 block	N-glyco inh	SRC2 inh	ABHD5 PLIN5 PPI	ABCB6 inh 2	H9c2 protect	MC4R antag cAMP	m5-HT2A agonist	NOD2 RIPK2 PPI
COCCOC(=O)C(C#N)c1nc2ccccc2nc1N1CCN(Cc2ccccc2)CC1 (stereo not given)	0.7	3	0	·	6	129	32	-4	-5	3
O=C(Nc1nnc(C(F)(F)F)s1)c1ccc(N2C(=O)C3C4C=CC(C4)C3C2=O)cc1 (stereo not given)	0.5	-2	1	-5	-1	75	-5	-3	-3	-4

(next part)
SMILES	MC4R ag barr	TLR9-MyD88 block	N-glyco inh	SRC2 inh	ABHD5 PLIN5 PPI	ABCB6 inh 2	H9c2 protect	MC4R antag cAMP	m5-HT2A agonist	NOD2 RIPK2 PPI
CCCCNC(=O)CC1Nc2ccccc2NC1=O (stereo not given)	-0.9	4	4	-11	-2	97	6	-6	2	-5
CC1CCCC(NC(=O)C2CCN(S(=O)(=O)c3cnc[nH]3)CC2)C1C (stereo not given)	-2.3	-3	-1	11	0	104	-2	6	-1	-4
CC(C(=O)OCC(=O)Nc1cccc(S(=O)(=O)N2CCOCC2)c1)N1C(=O)c2ccccc2C1=O (stereo not given)	-3.2	0	0	-31	4	97	18	-1	-4	1
O=C1c2cccc(Sc3ccccc3)c2C(=O)c2c(Sc3ccccc3)cccc21	-0.9	·	-2	-6	11	98	1	16	-2	-4
Cc1ccc(C(=O)/C=C/Nc2ccccn2)cc1	-2.5	-3	-20	45	4	98	-36	0	-3	-15
CCOc1ccc2nc(N3CCCC(C(=O)N4CCN(CC)CC4)C3)sc2c1 (stereo not given)	0.1	-7	-1	-22	-2	98	-2	9	0	-10
Cc1nc2ccccc2c(=O)n1NC(=O)c1c(F)cccc1F	-0.6	-11	-1	-4	-3	91	0	0	2	3
O=C(NC(=S)Nc1ccccc1N1CCCCC1)c1ccc(F)cc1	1.5	9	0	4	-13	93	-4	10	-2	5
COc1ccc(N(CC(=O)Nc2cccc(C(=O)O)c2)S(=O)(=O)c2c(C)noc2C)cc1	-2.2	7	0	-13	0	102	5	7	-2	-1
Cc1ccccc1NC1=C(Cl)C(=O)OC1OC(=O)c1ccccc1C (stereo not given)	2.3	-1	0	5	-3	102	-16	3	4	2
COc1ccccc1C/C(N)=N/OC(=O)c1ccco1	4.2	6	1	-27	13	95	3	-2	3	4
CCC(=O)Nc1ccc2c(c1)nc(CCN1CCCCC1)n2C	-2.2	-3	-1	8	5	99	5	-1	6	1
COc1ccc(NC(=O)c2ccc(-c3csc(C)n3)cc2)cc1	1.1	11	-5	-18	2	96	-13	2	4	-3
O=C(c1ccc2c(c1)OCO2)N1CCN(C(=O)c2ccco2)CC1	-0.8	5	1	2	2	110	2	0	0	2
COC(=O)c1sccc1NC(=O)CSc1cccc(Cl)c1Cl	1.1	-1	-1	10	-12	101	-21	6	-2	-6
CCC1Oc2ccc(C)cc2N(CC(=O)N2CCCC2)C1=O (stereo not given)	-2.2	1	0	9	2	100	-2	1	-1	5

Bioassay records (PubChem BioAssay)
